Compound activity from PubChem BioAssay.
IkB sig inh = IkB pathway inhibition in ABC-DLBCL cells; ABC-DLBCL IkBa-CBG/CBR dual luciferase ratio, 4 h; response scale: scaled: untreated 0%, proteasome inhibitor 100%; Potency, µM (series often up to 57.1 µM), without a hit: top-dose IkBa stabilization activation; actives 0.04% (n = 110,000); active = well fitted curve in the direction sought with a large enough effect in the signal ratio, not every such curve was filed as active; inconclusive = small, poorly fitted or top-dose-only effect, or a change in a side signal; the % refers to the signal ratio;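 also: the direction sought is a rising ratio; 0% = basal untreated cells and 100% = reference inhibitor full response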
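Curves were fitted separately to fusion (green), unfused (red) and ratio luminescence, then classed by r2, magnitude and activity. Cells: OCI-Ly3, 4 h compound plus doxycycline at 37C; 10 uM MG-132 defined full response.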
p53ts 39C kill = cytotoxicity in p53ts cells at nonpermissive temperature | H1299-p53A138V viability at 39C, ATP luminescence, 24 h | actives 1.5% (n = 130,000) | Potency, µM (series often up to 46.1 µM), for the others: at the top dose activity change, negative = cell killing, actives largely listed as cytotoxic; also: nearly all actives have a fitted effect of over 55% in size
p53ts 32C tox = cytotoxicity in p53ts cells at permissive temperature; H1299-p53A138V at 32C, ATP luminescence viability, 24 h; actives 0.93% (n = 130,000); Potency, µM (doses to about 46.1 µM), inactives show at the highest dose activity change, negative = cytotoxicity, most hits filed as cytotoxic;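 also: 0% = DMSO and -100% = full killing by reference compound; nearly all actives have a fitted effect of over 55% in size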
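ATP-content luminescence (ATPlite) read-out after 24 h compound exposure at 32C in H1299-p53A138V cells (600/well). Tested up to 46 uM. Normalized to DMSO (0%) and 100 uM tamoxifen (100% killing); Hill-fit AC50.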
Imprint erasure = inducers of genomic imprint erasure in mouse ES cells. Potency, µM (doses to about 60.7 µM), for the others: at the highest dose activity change, positive = activation, actives largely listed as activators. actives 0.02% (n = 110,000). mouse ES Peg3-LacZ reporter, beta-gal luminescence, 40 h;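 also: 0% = negative control wells on the plate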
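Readout: BetaGlo luminescence (5 min, room temp) for LacZ from the normally silent maternal Peg3 allele in female Peg3LacZ-Neo ES cells. Cells 300/well, 40 h, 37C, 5% CO2. Data normalized per plate to negative controls.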
* marks the source's active call; other numbers are inactive results; u = inconclusive; x = not tested or not shown; [ ] = another dose, or the depositor's remark. Unless noted, calls follow the shape of the dose curve; as a rule, active = well fitted curve in the direction sought with a large enough effect; inconclusive = small, poorly fitted or top-dose-only effect, or another doubt; inactive = no such curve, though single readings can be large; an effect the other way counts as inactive or inconclusive. Unless noted, % is scaled to controls: 0 for no effect and ±100 for the full control effect; potency is read from the fitted curve at half-maximal effect.

SMILES | IkB sig inh | p53ts 39C kill | p53ts 32C tox | Imprint erasure
CC(=O)c1cccc(NC(=O)Cn2c(C)c3cnn(-c4ccccc4)c(=O)c3c2C)c1 | u | -13% | 5% | 1%[10.9 µM]
CCOC(=O)N1CCC(N2Cc3cccc(C(=O)NCc4ccccc4OC)c3C2=O)CC1 | u | -9% | 18% | -18%
COc1ccc(CCNc2ncnc3onc(C)c23)c(OC)c1 | u | -14% | -5% | -14%[10.9 µM]
COc1ccc(C(CNC(=O)c2ccc(F)cc2)N2CCCC2)cc1 (stereo not drawn) | -1.5% | -4% | 1% | -13%[10.9 µM]
CCOc1ccccc1NC(=O)CSc1nccn1-c1ccc(Cl)cc1 | u | -36% | 1% | -7%[10.9 µM]
CCn1c(Cc2ccccc2)nnc1SCC(=O)Nc1ccc(N2CCOCC2)c(Cl)c1 | 0.0% | -27% | -25% | -15%
COCCn1c(-c2cc(OC)c(OC)c(OC)c2)nc2nc3ccccc3nc21 | -1.1% | -2% | 0% | 0%
CC(C)OC(=O)CSc1nnc2n1C(C)(C)Cc1ccccc1-2 | 0.0% | -7% | -24% | 0%
Cc1[nH]n2c(=O)cc(Cc3ccccc3)nc2c1C#N | 9.0% | 0% | 2% | x
COc1cccc(CN=CC2=C(O)CC(C)(C)CC2=O)c1OC | -1.0% | 9% | 1% | 9%
O=C(Nc1nccs1)c1ccc(Cl)c(S(=O)(=O)N2CCOCC2)c1 | u | -6% | 6% | -15%
CC1(C)Cc2c(sc3nc(-c4cc5ccccc5o4)n(N)c(=O)c23)CO1 | u | -19% | -10% | -5%
Cc1ccc(N2C(=O)N(CC(=O)C(C)(C)C)c3ccccc3S2(=O)=O)cc1C | -0.5% | -13% | 17% | 15%[10.9 µM]
COc1ccc(-c2nc(NC(=O)C3CCN(c4nc5ccccc5o4)CC3)sc2C)cc1 | u | 85%[activator] | 38%[activator] | -12%
CCOC(=O)COc1ccc2c3c(c(=O)oc2c1C)CCC3 | 0.8% | -5% | -3% | -14%
Cc1nn(CC(=O)NCc2ccccc2Cl)c(=O)c2nn(-c3ccccc3)c(C)c12 | -0.3% | -15% | -18% | 2%[10.9 µM]
CCOc1ccc(-c2nonc2NC(=O)c2oc3cc(Br)ccc3c2C)cc1 | 6.2% | u | u | -25%[10.9 µM]
CCOc1ccc(C2Nc3c(C)cccc3-c3cc(C)nn32)cc1 (stereo not drawn) | u | -9% | 17% | -1%[10.9 µM]
O=C1CN(C(=O)c2ccco2)C(c2ccccc2)c2cc(Cl)ccc2N1 (stereo not drawn) | 8.8% | -10% | 3% | -9%
CN(C)c1ccc(NC(=O)Cn2c(=O)n(Cc3ccccc3)c(=O)c3ccccc32)cc1 | 0.0% | -17% | 0% | -10%

Compound profiles, from the list above.
Shown for `COc1ccc(CCNc2ncnc3onc(C)c23)c(OC)c1` = IkB sig inh: u; p53ts 39C kill: -14%; p53ts 32C tox: -5%; Imprint erasure: -14%[10.9 µM]
Shown for `CCOc1ccc(C2Nc3c(C)cccc3-c3cc(C)nn32)cc1` (stereo not drawn) = IkB sig inh: u; p53ts 39C kill: -9%; p53ts 32C tox: 17%; Imprint erasure: -1%[10.9 µM]
Shown for `CC(C)OC(=O)CSc1nnc2n1C(C)(C)Cc1ccccc1-2` = IkB sig inh: 0.0%; p53ts 39C kill: -7%; p53ts 32C tox: -24%; Imprint erasure: 0%

More entries:
SMILES | IkB sig inh | p53ts 39C kill | p53ts 32C tox | Imprint erasure
Cn1c(COc2ccccc2)nnc1SCCSc1nnc(COc2ccccc2)n1C | 0.4% | 7% | -4% | -2%
COc1ccc(N2CC(NC(=O)c3cc4ccccc4o3)CC2=O)cc1OC (stereo not drawn) | 0.0% | -11% | 1% | -10%[10.9 µM]
CCC1=C(OC(=O)N(CC)CC)N2C(=O)OC(=NCCOC)[C@]2(C)[C@H]2C1=CC[C@H]1C(=O)NC(=O)[C@H]12 | x | 12% | 11% | -7%
COc1ccc(CNC(=O)C2CSC(=O)C2)cc1 (stereo not drawn) | x | -17% | 3% | x
O=C(NCc1noc2ccccc12)N1CCN(c2ccccc2F)CC1 | -1.6% | -18% | 5% | -9%[10.9 µM]
COc1ccc(-n2nnc3c(=O)n(CC(=O)N4CCCC4)cnc32)cc1 | -0.7% | 8% | -1% | -8%
COc1ccc(CNC(=O)c2cnc3sc(N4CCCC4)nn3c2=O)c(OC)c1 | 0.5% | 0% | 3% | -6%[10.9 µM]
COc1cccc(CNC(=O)Cc2csc3ccccc23)c1OC | 3.4% | -16% | -8% | -11%[10.9 µM]
CCc1ccc(C(=O)COC(=O)CNC(=O)c2ccco2)cc1 | 1.4% | -3% | -8% | -6%
O=C(O)c1cc(NCc2ccccc2C(F)(F)F)ccc1N1CCOCC1 | -0.5% | 3% | 6% | -14%
CNS(=O)(=O)c1cn(CC(=O)Nc2ccc(C(C)=O)cc2)cc1S(=O)(=O)NC | -1.1% | -4% | 0% | 16%[10.9 µM]
CCN(C(=O)Cn1c(SCC(=O)NCc2ccccc2)nc2ccccc21)c1cccc(C)c1 | u | 10% | -2% | 2%[10.9 µM]
C/C=C/COC(=O)c1[nH]c2c(c1C)C(=O)CC(c1ccco1)C2 (stereo not drawn) | u | 1% | -4% | -26%
O=C(CSC1=Nc2ccccc2C2=NC(Cc3ccccc3)C(=O)N12)Nc1ccccc1 (stereo not drawn) | 1.0% | -15% | 4% | -3%[10.9 µM]
Cn1c(=O)[nH]c(=O)c2c1nc1n2CCCN1CCc1ccccc1 | 0.5% | 9% | 2% | -4%
COC(=O)c1cnn2c(C(F)(F)F)cc(-c3ccc(F)cc3)nc12 | -0.6% | 2% | -1% | 7%
CCOC(=O)c1c(O)c2c(n(Cc3ccco3)c1=O)CCCC2 | -1.5% | -2% | 2% | -9%
COc1ccc(-c2nc(SCC(=O)Nc3ccc4c(c3)OCCO4)c(-c3ccc(F)cc3)[nH]2)cc1OC | u | u | -17% | -8%[10.9 µM]
Cc1nn2c(=O)cc(COC(=O)COc3ccc(F)cc3)nc2s1 | -1.0% | -1% | -7% | -7%[10.9 µM]
Cc1c(/C=C/C(=O)c2cccs2)cnn1C | x | -10% | -9% | x
O=C(c1cccc2ccccc12)N1CCN(c2ccccc2F)CC1 | u | -6% | -2% | -13%
O=C(CSc1nnc(SCC(=O)c2ccco2)s1)c1ccco1 | 2.8% | -4% | -3% | -21%
CCOc1ccc(-c2cn3c(n2)sc2cc(C(=O)NCCc4ccc(OC)c(OC)c4)ccc23)cc1 | 0.7% | -20% | -7% | -8%[10.9 µM]
CCn1c(C)cc(=S)c2ccccc21 | 3.6% | -14% | -9% | -17%
O=C1OC2(CCCCC2)OC(=O)C1=CNc1ccc2c(c1)OCO2 | 1.8% | 1% | 3% | -2%
O=C(Nc1ccc(OCc2cc(=O)n3ccccc3n2)cc1)c1ccccc1Cl | 1.5% | 2% | -1% | -6%[10.9 µM]
CCOc1ccc(-c2nnc(SCC(=O)Nc3cc(F)ccc3F)o2)cc1 | u | 11% | 3% | -4%[10.9 µM]
CCN(Cc1ccccc1)C(=O)Cn1c(=O)n(-c2ccc(Cl)cc2)c(=O)c2c(C)c(C(=O)N(C)C)sc21 | -0.5% | -11% | 3% | 16%[10.9 µM]
C=CCn1c(SCCCc2ccccc2)nc2c1c(=O)[nH]c(=O)n2C | u | 0% | -10% | -15%
COCCNC(=O)c1ccc(CS(=O)(=O)c2c(Cl)cccc2Cl)o1 | -1.2% | 10% | 11% | -3%
CCOC(=O)CSc1nc2cccnc2n1-c1ccc(F)cc1 | -1.0% | 4% | -4% | -6%
Cc1ccc2c(=O)c(C(=O)c3ccccc3)cn(CC(=O)NCc3ccccc3)c2n1 | u | 21% | -3% | 3%[10.9 µM]
C=CCOc1cccc(C2C(C(=O)c3ccc(C)o3)=C(O)C(=O)N2c2nccs2)c1 (stereo not drawn) | 1.3% | -2% | -3% | -3%
Cc1cccc(N2CCN(C(=O)c3ccc4c(c3)c(C)c(C)n4C)CC2C)c1 (stereo not drawn) | u | u | -2% | -10%[10.9 µM]
Cc1ccc(SCc2[nH]nc3c2C2(C(=O)N(C)c4ccccc42)C(C#N)=C(N)O3)cc1 (stereo not drawn) | 7.1% | 2% | 20% | -16%
COCCNC(=O)C(c1cccs1)N(Cc1cccs1)C(=O)Cn1nnc2ccccc21 (stereo not drawn) | x | 29% | 9% | x
O=C(Cn1cc(SCc2ccc(C(F)(F)F)cc2)c2ccccc21)N1CCCC1 | u | -19% | -14% | -14%[10.9 µM]
O=C(Nc1cccc(NC(=O)c2ccccc2F)c1)c1ccccc1 | 0.7% | -6% | -7% | -3%[10.9 µM]
CN(C)C(=O)c1ccc(NC(=O)c2cncc(Br)c2)cc1 | -3.9% | -11% | -2% | x
Cc1ccc(NC(=O)c2nc(S(C)(=O)=O)ncc2N(Cc2cccc(F)c2)Cc2ccco2)cc1C | u | -9% | 33%[activator] | -12%[10.9 µM]
CNc1cc(-c2ccccc2CN(C)C)ncn1 | -0.7%[11.4 µM] | 15% | -3% | 4%
COc1ccc(NC(=O)C2CCCN(C(=O)c3cnn(-c4ccccc4)c3-n3cccc3)C2)cc1 (stereo not drawn) | u | u | -3% | 10%[10.9 µM]
COc1ccc(-n2ncc3c(NCc4ccco4)ncnc32)cc1 | x | -20% | u | x
N#CCSc1nc2ccc(N3CCCCC3)cc2c(=O)n1Cc1ccccc1 | 0.5% | -1% | -5% | -5%
COc1ccc(NC(=O)c2nnn(Cc3ccccc3C)c2N)c(OC)c1 | 0.8% | -2% | 6% | 14%[10.9 µM]
COc1ccccc1CNC(=O)COC(=O)Cc1ccc(Cl)cc1 | x | -1% | -20% | x
O=C(Nc1cccc(C(F)(F)F)c1)c1cccnc1N1CCN(CCO)CC1 | 4.3% | 2% | -12% | 4%
Cc1ccc(S(=O)(=O)N2CCCC2C(=O)NCCc2nc3ccccc3[nH]2)cc1 (stereo not drawn) | 7.0% | u | u | -88%[inhibitor]
O=C(Cc1c(F)cccc1Cl)N1CCCC1 | -1.2% | 8% | 1% | -18%
COc1ccc(Cl)cc1Nc1sc(C(=O)c2ccccc2)c(N)c1C(=O)Nc1ccccc1 | u | -1% | 10% | -3%[10.9 µM]

New compounds follow.
SMILES | IkB sig inh | p53ts 39C kill | p53ts 32C tox | Imprint erasure
CN1C[N+]([O-])=C(c2ccccc2)C1(C)C | 0.4% | 6% | -4% | -7%
CC(=O)OCCN(CCOC(C)=O)c1c(C)[nH]c(=O)[nH]c1=O | 1.1% | -5% | -4% | -4%
CCOC(=O)c1cnn(-c2nc(-c3ccccc3)nc3c2COC(C)(C)C3)c1N | -1.4% | 1% | 7% | -7%
CCOC(=O)N1CCC(NC(=O)c2cc(C(=O)Nc3ccc(OCC)cc3)ccc2CO)CC1 | 0.5% | -5% | -6% | -17%
CC=C(Cl)Cl | 0.1% | 6% | 2%[1.84 µM] | -5%

4 of the entries above in order of their number in IkB sig inh, ascending:
| structure | IkB sig inh |
| --- | --- |
| CC(C)OC(=O)CSc1nnc2n1C(C)(C)Cc1ccccc1-2 | 0.0% |
| O=C(CSC1=Nc2ccccc2C2=NC(Cc3ccccc3)C(=O)N12)Nc1ccccc1 (stereo not drawn) | 1.0% |
| O=C(Nc1ccc(OCc2cc(=O)n3ccccc3n2)cc1)c1ccccc1Cl | 1.5% |
| O=C(Nc1cccc(C(F)(F)F)c1)c1cccnc1N1CCN(CCO)CC1 | 4.3% |
